# MLL CXXC-DNA inh – inhibitors of human MLL CXXC domain-DNA interaction; Potency, µM (series often up to 115 µM), without a hit: top-dose activity change, negative = inhibition, most hits filed as inhibitors; Q03164; MLL-CXXC / FITC-HOXA9 DNA fluorescence polarization; 290,000 tested, 0.037% active; active = well fitted inhibition curve with a large enough effect in the polarisation, with a control signal flat, not every such curve was filed as active; inconclusive = small, poorly fitted or top-dose-only effect, or effect the other way, or a change in a side signal; inactive = no such curve, though single readings can be large or run the other way; the % refers to the polarisation; also: potency is read from the fitted curve at half-maximal effect
#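 Fluorescence polarization: 7 uM MLL-CXXC (stock) preincubated 5 min with compounds, then 50 nM fluorescein-HOX-A9 DNA (stock) added; 30 min ambient. Buffer 50 mM Tris-HCl pH 7.5, 50 mM NaCl, 1 mM DTT, 0.05% BSA.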
# Giardia kill – Giardia lamblia killing | Giardia lamblia trophozoite viability | activity change, % at 7.66 µM, hits read low | 340,000 tested, 0.15% active; in the data active = activity change below about -80%; inconclusive = between about -30% and that limit;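 also: parasites exposed to compound for two days anaerobically before the ATP read; % is scaled to controls: 0 for no effect and ±100 for the full control effect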
#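 Luminescent ATP signal served as the viability read-out, measured 15-30 min after adding ATP detection reagent to trophozoites that had been incubated with compounds for 48 hrs at 37 deg C anaerobically at 100 cells/well.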
# KCNH2 3.1 inh – KCNH2 3.1 (human) potassium channel inhibition | U2OS KCNH2 3.1, thallium flux FluxOr; stronger effect = lower value | activity change, % (tested at about 1.8 µM) | 340,000 tested, 0.95% active;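 active = maximum activity change below -70%; inconclusive = maximum activity change from -70% to -50%; inactive = maximum activity change above -50%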;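 also: thallium influx rate constant from kinetic fluorescence after stimulation buffer; % is scaled to controls: 0 for no effect and ±100 for the full control effect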
#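 Virally transduced U2OS (3.1 isoform, 4 h infection in dark at RT) → overnight 37 C → FluxOr + Red40 in HBSS/HEPES, 45 min → stimulation buffer, 2 min kinetic read → rate constant vs DMSO controls.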
# TRPV1 ag – activates the human vanilloid receptor TRPV1. activation, % at 8.33 µM. AID 540275. Q8NER1. 320,000 tested, 0.19% active. TRPV1-expressing cells, Fluo-8 calcium influx, agonist mode; in the data active = activation above about 80%; inconclusive = between about 30% and that limit; also: 0% is about no effect
#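 Cells expressing TRPV1 were dye-loaded with Fluo-8 and read kinetically: 10 s baseline, 3 min after compound (agonist portion), then 2 min after EC20 capsaicin (allosteric enhancer portion). Calcium-bound dye fluorescence at 480/520 nm.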
# KCNH2 WT inh – inhibitors of human wildtype KCNH2 potassium channel; Q12809; U2OS, BacMam KCNH2, thallium flux FluxOr; stronger effect = lower value; activity change, % at 1.84 µM; 340,000 tested, 0.37% active;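 active = maximum activity change below -70%; inconclusive = maximum activity change between -70% and -50%; inactive = maximum activity change above -50%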; also: % is scaled to controls: 0 for no effect and ±100 for the full control effect
# Target sequence (Q12809 whole entry, looked up): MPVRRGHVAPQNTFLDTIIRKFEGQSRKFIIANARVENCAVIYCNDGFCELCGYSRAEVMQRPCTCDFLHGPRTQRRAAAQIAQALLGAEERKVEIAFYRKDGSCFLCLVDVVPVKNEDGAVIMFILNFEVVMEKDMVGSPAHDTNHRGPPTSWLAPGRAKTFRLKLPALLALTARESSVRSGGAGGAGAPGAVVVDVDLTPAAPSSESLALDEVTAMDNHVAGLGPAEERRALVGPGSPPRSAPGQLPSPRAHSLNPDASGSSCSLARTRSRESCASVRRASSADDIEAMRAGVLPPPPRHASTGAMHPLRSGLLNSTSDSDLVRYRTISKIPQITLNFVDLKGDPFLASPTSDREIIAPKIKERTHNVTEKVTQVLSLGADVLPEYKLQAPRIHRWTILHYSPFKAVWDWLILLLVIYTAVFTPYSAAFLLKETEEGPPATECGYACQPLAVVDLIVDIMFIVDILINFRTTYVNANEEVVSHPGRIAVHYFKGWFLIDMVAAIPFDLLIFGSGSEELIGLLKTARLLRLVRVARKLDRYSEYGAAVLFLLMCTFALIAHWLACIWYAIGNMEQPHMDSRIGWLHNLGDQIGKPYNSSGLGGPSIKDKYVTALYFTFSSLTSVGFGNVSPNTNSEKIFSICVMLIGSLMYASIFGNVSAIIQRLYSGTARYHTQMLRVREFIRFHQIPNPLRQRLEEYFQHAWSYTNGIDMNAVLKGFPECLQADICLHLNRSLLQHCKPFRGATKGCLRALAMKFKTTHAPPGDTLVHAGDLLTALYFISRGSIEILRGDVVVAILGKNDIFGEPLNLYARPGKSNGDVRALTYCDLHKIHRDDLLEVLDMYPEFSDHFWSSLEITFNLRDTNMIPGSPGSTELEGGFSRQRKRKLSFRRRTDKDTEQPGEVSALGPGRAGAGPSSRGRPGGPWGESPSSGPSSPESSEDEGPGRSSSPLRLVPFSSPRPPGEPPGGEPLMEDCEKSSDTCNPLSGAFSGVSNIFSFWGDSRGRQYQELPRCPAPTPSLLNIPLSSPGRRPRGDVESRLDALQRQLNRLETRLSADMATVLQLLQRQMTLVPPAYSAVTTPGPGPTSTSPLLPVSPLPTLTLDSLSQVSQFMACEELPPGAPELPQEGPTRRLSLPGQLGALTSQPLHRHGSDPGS
#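 U2OS cells were transduced with wild-type KCNH2 virus (2.03 x 10^8 / mL) for 4 h at room temperature, then cultured overnight at 37 C. Thallium flux was read with FluxOr dye. Rate constants were normalized to DMSO controls.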
# Menin MLL FP TR – menin-MLL binding inhibition, Texas Red mutant peptide. O00255. Menin + Texas Red MLL mutant peptide, fluorescence polarization. Potency, µM (series often up to 61.6 µM), for the others: at the top dose FP activity change, negative = inhibition, most hits filed as inhibitors. 270,000 tested, 0.23% active. AID 1768; active = well fitted inhibition curve with a large enough effect in the polarisation, with a control signal flat, not every such curve was filed as active; inconclusive = small, poorly fitted or top-dose-only effect, or effect the other way, or a change in a side signal; inactive = no such curve, though single readings can be large or run the other way; the % refers to the polarisation; also: potency is read from the fitted curve at half-maximal effect; % of control where 0% means no effect; many of its hits are not listed in these tables
# B2AR arrestin – agonists driving beta-arrestin recruitment to human beta2-adrenergic receptor; P07550; beta-arrestin recruitment to beta2AR, cell-based reporter; Potency, µM (series often up to 46.1 µM), for the others: at the top dose activation, usual class: activators; 330,000 tested, 0.02% active; AID 492947;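 also: potency is read from the fitted curve at half-maximal effect; 0% = DMSO controls and full agonism = EC100 isoproterenol or metaproterenol; nearly all actives have a fitted effect of over 65% in size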
# PKM2 activator – activators of human pyruvate kinase M2. purified PKM2, Kinase-Glo ATP luminescence, activation; response scale: 0% is enzyme alone, no compound. Potency, µM (highest dose often 57.5 µM), for the others: at the highest dose activation, hits mostly activators. 260,000 tested, 0.34% active; also: potency is read from the fitted curve at half-maximal effect; % is scaled to controls: 0 for no effect and ±100 for the full control effect; nearly all actives have a fitted effect of over 55% in size
#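 Purified hPK-M2 (>95%) run at intermediate activity with 0.1 mM ADP and 0.5 mM PEP in 50 mM imidazole pH 7.2, KCl, MgCl2; 1 h room temperature. ATP formed read by Kinase-Glo luminescence; normalized to uninhibited and no-enzyme controls.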
# Coupling enz – inhibits coupling enzyme system, counter-screen for aldolase hits | coupling enzyme system counterscreen, AmpLite Red fluorescence | activity change, negative = inhibition, % at 58.2 µM, hits read low | 290,000 tested, 0.67% active; in the data active = activity change below about -30%; also: % is scaled to controls: 0 for no effect and ±100 for the full control effect
#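 Coupling enzymes only (glyceraldehyde-3-phosphate) + compound, at 57.5 uM final, 10 min RT; add substrate/coupling/AmpLite Red mix, 20 min RT; fluorescence ex 525/em 598 nm. Actives flag coupling-system interference.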
# GALK inh – blocks human galactokinase activity. Purified GALK, Kinase-Glo residual ATP luminescence. P51570. 270,000 tested, 0.007% active. Potency, µM (series often up to 57.5 µM), without a hit: top-dose activity change, negative = inhibition, actives largely listed as inhibitors. AID 1868; also: potency is read from the fitted curve at half-maximal effect; % is scaled to controls: 0 for no effect and ±100 for the full control effect
#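 Kinase-Glo Plus luminescence measured ATP left after a 1 h room-temperature reaction. The reaction used 5 nM GALK, 100 uM galactose and 35 uM ATP at pH 8.0 (20 mM HEPES, 5 mM MgCl2, 60 mM NaCl, 1 mM DTT, 0.01% BSA).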
# USP2a inh – USP2a (human) protease inhibition | USP2 core, Ub-CHOP2 coupled fluorogenic reporter, 485/531 | Potency, µM (doses to about 38.3 µM), inactives show at the highest dose activity change, negative = inhibition, most hits filed as inhibitors | 330,000 tested, 0.01% active | AID 463254;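 also: potency is read from the fitted curve at half-maximal effect; plate controls were DMSO wells for no effect and full inhibition by NEM control for full effect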
#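 Deubiquitinase activity read as fluorescence (485/531 nm) after Ub-CHOP2 cleavage activates the enterokinase reporter on its substrate; USP2 core 10nM, Ub-CHOP2 and substrate 25nM each, 30min compound preincubation then 60min RT; data normalized to NEM, curves fitted.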
# * marks the source's active call; other numbers are inactive results; ? = inconclusive; nt = no result given; [ ] = remark or other dose. Unless noted, calls follow the shape of the dose curve; as a rule, active = well fitted curve in the direction sought with a large enough effect; inconclusive = small, poorly fitted or top-dose-only effect, or another doubt; inactive = no such curve, though single readings can be large; an effect the other way counts as inactive or inconclusive. The list is partial; the hit share may differ from the screen's.
SMILES,MLL CXXC-DNA inh,Giardia kill,KCNH2 3.1 inh,TRPV1 ag,KCNH2 WT inh,Menin MLL FP TR,B2AR arrestin,PKM2 activator,Coupling enz,GALK inh,USP2a inh
CCC(=O)Nc1c2c(nn1-c1cccc(Cl)c1)CSC2,6%,9,13,-3,28,-9%,-0.5%,0%,-1,nt,0%
Cc1nc(SCc2cccc(Oc3ccccc3)c2)n[nH]1,6%,5,6,?,-2,21%,-0.1%,-7%,nt,-1%,1%
Cn1c(/C=C/c2ccccc2)nc2ccccc2c1=O,8%,7,16,18,0,-20%,0.3%,nt,-2,nt,-7%
Cc1ccc(C(=O)OC(C)C(=O)Nc2ccc(Cl)cn2)s1 (stereo not given),nt,-28,4,12,1,nt,0.0%,nt,nt,nt,-4%
COc1ccc(S(=O)(=O)CCc2nnc(NC(=O)c3ccc(F)cc3)s2)cc1,-1%,9,-2,0,-1,32%[activator],0.1%,-1%,-1,0%,1%
Cc1ccc(SC[C@H](Cc2ccccc2)N2CCN(CCc3ccccc3)CCC2=O)cc1,9%,-1,-106*,1,-101*,nt,0.5%,-5%,-1,4%,7%
O=S(=O)(NCC1CCCO1)c1ccc(Cl)nc1 (stereo not given),9%,4,8,-5,3,nt,-1.0%,-2%,0,8%,-1%
COc1cccc(NC(=O)N2CCCC2C(=O)NC2CCCCC2)c1 (stereo not given),-3%,-15,-12,0,8,13%,-0.2%,nt,-1,-3%,0%
COC(=O)C1=C(CS(=O)(=O)c2ccccc2)NC(=O)NC1c1ccc(O)cc1 (stereo not given),-3%,-5,21,-1,-1,-2%,0.0%,-2%[0.46 µM],0,6%,1%
O=C(NC1CCCC1)c1csc2c1CCCC2,2%,24,4,3,-1,-3%,0.5%,-12%,-5,4%,1%
CCOC(=O)C(=CNc1cc(C)ccn1)C(=O)OCC,9%,5,3,6,-2,-5%,-0.4%,12%,1,1%,-2%
COc1ccccc1-c1nnc(SCC(=O)Nc2ccccc2)o1,0%,5,-2,1,6,-4%,-1.0%,11%,3,3%,0%
N#CCc1nn(-c2ccccc2)c(N)c1C#N,5%,-1,3,-3,-4,1%,-0.1%,3%,-1,0%,3%
N#CCCN(C(=S)NC(=O)C1CCCCC1)c1ccccc1F,nt,6,0,nt,-4,nt,0.1%,nt,nt,nt,3%
CCc1cc(Cn2nc(-c3ccccc3)cc2C(=O)NCc2ccccc2OC)on1,nt,12,7,-5,7,nt,0.2%,nt,nt,nt,-9%
CC(C)n1c(-c2ccccc2)nc(=S)c2c1CCCC2,3%,nt,nt,-1,nt,1%,-0.8%,6%,0,nt,6%
Cc1ccc2nc(COc3ccc(N(C)S(=O)(=O)c4ccccc4)cc3)cc(=O)n2c1,3%,-2,7,3,18,?,-0.1%,7%,-14,-1%,1%
CCOc1nc(C)nc(NC(=O)NS(=O)(=O)c2ccccc2Cl)n1,13%,10,8,-1,-3,-1%,0.3%,5%,0,5%,1%
O=C(NNC(=O)c1cc(-c2cccc(Br)c2)nc2ccccc12)c1csc(N2CCOCC2)n1,nt,27,-5,0,3,nt,-0.4%,nt,nt,nt,0%
CCOC(=O)c1c(C)[nH]c(C)c1C(=O)CSc1nc2ccccc2c(=O)n1-c1ccc(C)cc1,1%,10,4,-5,31,22%,9.7%,3%,-6,-1%,-8%
CCN(CC)CCn1c(O)c(N=O)c2ccccc21,17%,17,-5,4,8,3%,-0.9%,6%,1,5%,6%
Cc1cc(=O)[nH]c(SCC(=O)Nc2ccc3c(c2)CCC3)c1C#N,nt,?,-12,0,-27,nt,-0.2%,nt,nt,nt,0%
Cc1nc(C)c(-c2ccc(SCc3ccc([N+](=O)[O-])cc3)nn2)s1,10%,15,-25,9,-18,nt,-0.5%,nt,nt,3%,-3%
O=C(NCC(c1cccnc1)N1CCN(c2ccc(F)cc2)CC1)OCc1ccccc1 (stereo not given),2%,-1,-6,2,15,0%,-0.8%,-1%,6,0%,?
COc1ccc(C(=O)OCC2CC(c3ccccc3)=NO2)cc1OC (stereo not given),?,-13,-16,3,1,21%,-0.3%,-5%,3,2%,7%
COc1cccc(C(=O)OCC(=O)N2CCc3ccccc3C2)c1OC,nt,-16,2,nt,5,nt,0.1%,nt,nt,nt,2%
Cc1cccc(C)c1NC(=O)C1C2C=CC(C2)C1C(=O)O (stereo not given),-1%,-22,-11,-2,-13,-12%,-0.1%,0%,2,2%,-1%
O=C(Nc1ccc(F)c(Cl)c1)C1CCCN(C2=NS(=O)(=O)c3ccccc32)C1 (stereo not given),nt,-28,4,2,32,nt,-0.2%,nt,nt,nt,-1%
CCN(C(=O)CSc1ncccn1)C1CCS(=O)(=O)C1 (stereo not given),23%,6,-10,-1,-13,nt,-0.2%,-6%,nt,-4%,4%
O=C(NC1CCCCC1)C(=S)NCCc1ccccc1,9%,28,-1,0,3,?,-0.2%,4%,0,0%,4%
Cc1cccc(OCc2nnc(SCC(=O)O)n2-c2ccccc2)c1,-11%,15,7,-5,7,7%,-0.5%,5%,8,2%,3%
Cc1ccc(S(=O)(=O)CCC(=O)OC(C)C(=O)NC2CCCCC2C)cc1 (stereo not given),nt,-3,-22,10,-1,nt,-0.4%,nt,nt,nt,0%
Cc1cc(Oc2ccc(Cl)cc2)nc(-c2ccccc2O)n1,6%,-3,6,-6,14,15%,-0.8%,1%,4,0%,2%
Cc1cccc(NC(=O)Nc2cccc(Oc3c(F)c(F)c(F)c(F)c3F)c2)c1,3%,-8,1,1,-16,?,-1.1%,-1%,-5,-4%,-2%
CC(C)C(=O)Nc1nnc(S(=O)(=O)N2CCc3ccccc32)s1,14%,-9,-6,-3,-10,20%,-1.0%,12%,-1,nt,1%
CSC1=NC(C)(C)C=C(/C=C/c2ccc(Cl)cc2)N1,4%,12,-2,-8,12,10%,0.0%,13%,-1,-1%,8%
CCOc1ccccc1OCCOCCOc1c(Cl)cccc1Cl,6%,-6,-21,2,6,-1%,-0.4%,-7%,0,2%,-1%
O=C(CSc1nnnn1-c1cccc2c1CCCC2)N1CCCCC1,6%,8,2,?,-1,-11%,-0.1%,-1%,4,2%,-3%
CC(C)Cc1nnc(NC(=O)CCC(=O)NC2CC2)s1,-19%,23,-7,-4,12,-4%,-0.5%,-1%,1,8%,0%
COc1ccc(NC(=S)N(CCc2c(C)[nH]c3ccc(C)cc23)Cc2cccnc2)cc1,16%,39[activator],-3,2,15,8%,3.3%,0%,1,nt,0%
CCOC(=O)c1c(S(=O)(=O)N2c3ccccc3CC2C)c(C)n(C)c1C (stereo not given),5%,-4,19,13,0,8%,0.7%,nt,-2,-2%,-1%
CC(C)[C@H](NC(=O)N1CC(=O)Nc2ccccc21)C(=O)N[C@H](C(=O)O)c1ccccc1,1%,3,-1,-3,-1,-10%,-0.4%,nt,-1,0%,0%
NS(=O)(=O)c1ccc(CCNC(=O)c2cnc(Cl)c(Cl)c2)cc1,-8%,-12,21,-2,7,5%,0.0%,0%,1,8%,-1%
CC(OC(=O)c1cccc(NS(C)(=O)=O)c1)C(=O)Nc1ccc2c(c1)OCO2 (stereo not given),nt,-3,-13,2,-6,nt,-0.2%,nt,nt,nt,1%
CCOC(=O)C(CCCOc1ccc(C(C)CC)cc1)C(=O)OCC (stereo not given),-1%,14,-5,-3,5,?,0.3%,-1%,-1,0%,8%
CCc1noc(C)c1C(=O)N1CCN(S(=O)(=O)c2ccc(Br)cc2)CC1,nt,-3,-5,-2,-7,nt,0.0%,nt,nt,nt,3%
CSS(=O)(=O)c1cccc2cccnc12,5%,6,-6,2,4,nt,0.0%,-1%,-4,-4%,2%
O=c1nc(N2CCOCC2)ccn1-c1nc(-c2ccccc2)sc1-c1ccccc1,-8%,15,4,-1,9,nt,-0.6%,0%,1,3%,0%
O=[N+]([O-])c1ccc(OCCn2cncn2)cc1,-9%,?,-14,-6,-3,0%,0.2%,nt,1,2%,8%
CN(C)CC(C)(C)CNS(=O)(=O)c1ccc(Cl)cc1,-9%,6,10,2,-4,5%,0.0%,1%,0,-1%,4%
CC(C)(C)c1ccc(S(=O)(=O)N2CC(C(=O)O)Oc3ccc(Cl)cc32)cc1 (stereo not given),5%,-5,10,-1,-1,?,0.2%,nt,17,-3%,-5%
CC1(C)Oc2ccc3ccc(=O)oc3c2/C(=C/NNC(N)=O)C1=O,2%,10,13,0,-8,-22%,-1.2%,15%,-9,nt,1%
CCOCCCNC(=O)c1ccc2c(=O)n(Cc3ccc(OC)cc3)c(=O)[nH]c2c1,9%,4,-1,-6,-1,-24%,0.4%,-1%,0,-1%,5%

# From PubChem BioAssay
